NCF1 inh: p47phox (human) inhibition; p47phox/p22phox peptide binding, fluorescence polarization, 2 h; inhibition, % at 24.7 µM; 0.53% of 220,000 active;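 note: 0% = p47phox with labelled peptide and 100% = labelled peptide alone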
Target sequence (P14598 whole entry, looked up): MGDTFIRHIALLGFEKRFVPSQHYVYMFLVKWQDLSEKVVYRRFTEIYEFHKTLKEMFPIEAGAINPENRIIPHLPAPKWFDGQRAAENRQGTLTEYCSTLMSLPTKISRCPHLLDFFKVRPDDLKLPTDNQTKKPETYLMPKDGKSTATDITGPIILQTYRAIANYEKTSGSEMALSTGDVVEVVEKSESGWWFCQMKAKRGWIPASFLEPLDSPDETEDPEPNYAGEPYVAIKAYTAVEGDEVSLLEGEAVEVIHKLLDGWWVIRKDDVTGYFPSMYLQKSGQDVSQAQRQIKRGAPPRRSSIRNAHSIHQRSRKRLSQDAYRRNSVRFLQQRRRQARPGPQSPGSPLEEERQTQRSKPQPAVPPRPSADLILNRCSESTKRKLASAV
EBV gp42 block: inhibitors of Epstein-Barr virus glycoprotein 42; Fluorescence polarization binding assay, mP read-out; 0.42% of 220,000 active; AID 1085; inhibition, % (tested at 21.74 µM); in the data active = inhibition above about 50%
Furin inh: human furin inhibition; P09958; inhibition, % at 30 µM; 0.061% of 220,000 active; AID 463115; purified furin, fluorogenic substrate cleavage; in the data active = inhibition above about 25%; note: inactives centre near -15
Target sequence (P09958 108-714 limits assumed): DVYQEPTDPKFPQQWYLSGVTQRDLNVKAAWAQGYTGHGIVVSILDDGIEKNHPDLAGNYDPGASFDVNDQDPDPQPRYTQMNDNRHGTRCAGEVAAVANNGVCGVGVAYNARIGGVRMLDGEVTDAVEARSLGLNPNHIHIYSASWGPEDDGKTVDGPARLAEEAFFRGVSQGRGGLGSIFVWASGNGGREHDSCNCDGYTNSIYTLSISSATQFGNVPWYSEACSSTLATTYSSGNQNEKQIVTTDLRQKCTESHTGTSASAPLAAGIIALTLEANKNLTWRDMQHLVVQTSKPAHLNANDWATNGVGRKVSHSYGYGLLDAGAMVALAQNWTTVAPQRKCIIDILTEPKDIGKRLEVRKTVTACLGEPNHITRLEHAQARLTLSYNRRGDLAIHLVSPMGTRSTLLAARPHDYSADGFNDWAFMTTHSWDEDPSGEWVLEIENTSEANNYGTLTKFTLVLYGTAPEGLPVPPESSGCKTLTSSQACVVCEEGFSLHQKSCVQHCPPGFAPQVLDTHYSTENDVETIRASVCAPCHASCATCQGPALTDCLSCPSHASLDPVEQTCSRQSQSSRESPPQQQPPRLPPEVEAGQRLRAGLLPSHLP
Thrombin inh: blocks human thrombin protease activity; 0.26% of 220,000 active; alpha-thrombin, Boc-VPR-AMC fluorogenic substrate cleavage; AID 1046; inhibition, % at 5 µM;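 active = inhibition at or above 40%; inactive = inhibition below 40%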;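 note: 0% = enzyme with no compound and 100% = wells without enzyme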
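Material: human alpha-thrombin enzyme / Medium: pH 7.5 Tris (50 mM) with NaCl 150 mM, Tween 20 0.05% / Compound: single-point dosing at 5 µM, 0.2% DMSO / Incubation: enzyme reaction carried out at room temperature / Detection: AMC fluorescence, 355/460 nm / Read-out basis: percent inhibition scaled between no-compound controls and no-enzyme blanks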
14-3-3 Bad PPI: disrupts binding of bovine 14-3-3 zeta to phospho-Bad peptide; P63103; TR-FRET 14-3-3zeta/Dy647-pBad peptide displacement, 1 h; inhibition, % at 21.7 µM; 0.71% of 220,000 active; AID 781;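 active = inhibition above about 70%, limit read from the data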;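 note: 0% = full 14-3-3 plus peptide FRET controls and 100% = background without 14-3-3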
Cl transport mod: modulates chloride dependent transport by human KCC2 | Q9H2X9 | KCC2 cells, thallium flux FluoZin-2 fluorescence | B-score of Tl+ flux slope (higher = more flux/activation; lower = inhibition) at 10 µM | 2.2% of 190,000 active | AID 1456;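 active = thallium flux slope and its plate-corrected score both differing from the plate sample mean at a set confidence after two filtering rounds, in either direction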;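 note: slope of fluorescence scaled to starting intensity during 10 to 20 s after thallium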
eIF4E-4G inh: inhibitors of eIF4E and eIF4G interaction in translation initiation; TR-FRET eIF4E-eIF4GI(517-606) binding, 2 h; inhibition, % at 21.7 µM; 0.37% of 220,000 active;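 note: 0% = full FRET control wells and 100% = background wells lacking eIF4GI fragment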
hK5 inh: blocks human kallikrein 5 protease activity; 0.59% of 210,000 active; recombinant hK5, fluorogenic AMC substrate cleavage; AID 873; Q9Y337; inhibition, % at 5 µM;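 active = inhibition of 40% or more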;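 note: 0% = enzyme controls without compound and 100% = no-enzyme blanks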
Rad51 HR inh: Rad51 (human) homologous recombination inhibition; AID 1385; hRad51 DNA strand exchange, fluorescence dequenching; 0.085% of 200,000 active; Q06609; inhibition, % at 10 µM;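 active = inhibition above 40% at the single screening dose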;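 note: 0% = DMSO control wells and 100% = blanks with heterologous ssDNA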
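Material: human Rad51–ssDNA filaments; Probe or stimulus: labelled 47-mer dsDNA for strand exchange; Doses: single 10 µM dose; Incubation: 37 °C 15-min filament assembly, 30-min compound preincubation, 15-min exchange; Technique: FRET fluorescence dequenching, excitation 485 nm, emission 520 nm; Measure: Fluorescence-based percent inhibition, control- and blank-normalised; Benchmarks: plate control and blank wells.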
An asterisk follows results filed as active; / = not tested or not shown; [ ] = another dose, or the depositor's remark.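 Rule for the calls, unless noted: active = inhibition above about 30% (limit read from the data); inactive = the rest.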

SMILES	NCF1 inh	EBV gp42 block	Furin inh	Thrombin inh	14-3-3 Bad PPI	Cl transport mod	eIF4E-4G inh	hK5 inh	Rad51 HR inh
Cc1ccc(S(=O)(=O)NC(C(=O)O)c2ccccc2)cc1 (stereo not drawn)	2	11	-17	-11	-1	0.16	0	-3	-4
CCC(C)N=Cc1c(NCc2ccco2)nc2c(C)cccn2c1=O (stereo not drawn)	-4	-3	-32[20 µM]	-9	-9	-0.94	-2	2	-2
CC(=O)Nc1ccc(S(=O)(=O)NCC(=O)OCC(=O)NC(=O)C2CCCCC2)cc1	4	-10	-28	1	1[fluorescence artefact?]	0.21	-2	4	/
CC(C)N(Cc1nccn1C)C(=O)c1cc(COc2ccc3ncccc3c2)on1	0	10	-18	-2	-1	/	-1	/	21
O=C(NCC1(c2ccccc2)CCOCC1)c1ccc(Br)o1	0	-19	-14	1	13	-0.49	1	-1	0
CCC1CSC(Nc2ccc(C(=O)/C=C/c3cccc(C)c3)cc2)=N1 (stereo not drawn)	-37	-20	-11	-5	3[fluorescence artefact?]	-0.71	0	-1	-8
Cn1ncc(Cl)c1C(=O)N/N=C/c1cc2c(cc1[N+](=O)[O-])OCO2	2	-6	-27	-1	-10	0.028	0	2	6
O=C1CCCN1c1ccc(S(=O)(=O)Nc2ccc3c(c2)OCCO3)cc1	-8	4	-10[20 µM]	0	4	1.4	12	-3	-2
CCn1c(SCC(=O)Nc2ccc(OC)cc2)nc2nc3c(cc2c1=O)CCCC3	-10	9	-17	-7	5	2.8	-6	0	/
Cc1nn(C)c(=O)c(N)c1-c1cc(-c2ccc(Cl)c(Cl)c2)n[nH]1	-2	-3	-16	-6	21	0.26	0	-7	0
CCOC(=O)c1[nH]c(C)c(/C(O)=C2\C(=O)C(=O)N(CCCN(C)C)C2c2ccncc2)c1C (stereo not drawn)	-6	4	-13[20 µM]	-3	15	-0.82	-2	-7	-8
COc1cccc(-c2cc(C(=O)NCCCn3ccnc3)no2)c1	-10	32	-29[20 µM]	2	0	/	0	-10	-3
Cc1ccc(S(=O)(=O)c2cc(O)ccc2O)cc1C	-2	-15	-29	1	-4	-0.05	1	2	6
CSCCNC(=O)Nc1c(-c2c(Cl)cccc2Cl)noc1C	-16	-6	-15	-5	-8	/	-1	-3	15
CCOC(=O)c1cnn(-c2cc(C(C)(C)C)nc3c(-c4ccccc4)c(C)nn23)c1N	-10	-20	-10[20 µM]	-3	-7	0.84	4	-11	0
CC(C)(C)OC(=O)N1CCC(C(=O)N[C@@H](Cc2ccccc2)C(=O)O)CC1	-8	-11	-6[20 µM]	-1	-3	-0.29	-2	7	-1
COc1ccc(F)cc1S(=O)(=O)NC1CC(C)(C)NC(C)(C)C1	-15	-2	-20	3	5	0.13	0[fluorescence artefact?]	6	7
Cc1cc(NC(=O)C2CCN(S(=O)(=O)c3cccs3)CC2)no1	-10	-16	-22[20 µM]	0	-2[fluorescence artefact?]	-1.3	6	-20	4
CCCc1c(C(=O)Nc2ccc(F)cc2)cnn1-c1ccccc1	1	-9	-10	-8	6	-1.8	2	-5	-9
CCC1Oc2ccccc2N(CC(=O)Nc2ccccc2OC)C1=O (stereo not drawn)	-2	-15	-1	-2	3	-0.48	5	-5	-6
Cc1cc(C(=O)NCCc2ccc(S(N)(=O)=O)cc2)no1	3	-8	-37	1	-12	1.4	3	/	6
COc1ccc(/C=N/NC(=O)c2c(C)n(C)c3ccc(OC)cc23)c(OC)c1	18	0	-21	-3	14	-0.91	-8[fluorescence artefact?]	2	4
COC(=O)CNc1c(-c2ccccn2)nc2ccc(Br)cn12	15	22	-16[20 µM]	-1	-11	0.67	-3	-56	-12
COc1ccc(OC)c(C2CC(=O)Nc3cc(OC)c(OC)c(OC)c32)c1 (stereo not drawn)	-5	-19	-20[20 µM]	3	-9[fluorescence artefact?]	/	-10[fluorescence artefact?]	-10	5
COc1ccccc1NS(=O)(=O)c1cc(NC(=O)C2CC2)ccc1N1CCOCC1	4	-5	-7	-1	6	0.035	2	-1	-2

The listing continues:
SMILES	NCF1 inh	EBV gp42 block	Furin inh	Thrombin inh	14-3-3 Bad PPI	Cl transport mod	eIF4E-4G inh	hK5 inh	Rad51 HR inh
CN(c1ccccc1)S(=O)(=O)c1cccc(NC(=O)CCN2C(=O)C3CCCCC3C2=O)c1 (stereo not drawn)	2	-9	-25	-5	-5	-1.3	0	0	9
O=C(O)CC(c1cccc(C(F)(F)F)c1)N1CCS(=O)(=O)CC1 (stereo not drawn)	-19	-15	-18	-1	-3	0.45	-1	-8	6
CC(C)=CCN1CCN(CC#Cc2ccccc2)CC1CCO (stereo not drawn)	-3	-9	-23	-5	-14	0.25	1	-1	3
CC(Sc1nnc(COc2ccc3ccccc3c2)n1C)C(=O)O (stereo not drawn)	-3	20	-32	5	9	-1.9	8	-1	-9
Cc1cc(C(=O)CN2C(=O)C3CC=CCC3C2=O)c(C)n1-c1ccccc1 (stereo not drawn)	-5	-8	-7	-14	1	0.019	2	-4	-2
CC1=C(C(=O)c2ccccc2)C(c2ccc(OC(F)F)cc2)NC(=S)N1 (stereo not drawn)	-11	-5	-12	-13	-13	-1	-2	-1	25
COc1ccccc1-c1c(C)[nH]n2c(=O)c(Cc3ccccc3)c(C)nc12	4	8	-15	0	-1	-1	5	12	/
O=C(NC1CCN(Cc2ccccc2)CC1)c1ccc(Oc2cc(Cl)cc(Cl)c2)o1	-6	-3	-15	-4	5	-0.68	0	-7	11
CCOc1ccc(NS(=O)(=O)N(C)C)cc1	-10	-11	-9[20 µM]	2	0	0.018	-4	-3	-2
COc1ccc(NC(=O)Cn2nnc(C(=O)NCc3cccc(OC)c3)c2N)cc1	5	-9	-18	-2	2	1.8	-1	-5	7
CCCCC(CCC(=O)NNC(=O)Cc1ccccc1)C(=O)O (stereo not drawn)	3	9	-3	-4	6	-0.81	-15	8	-7
CC1CC(C)CN(C(=O)c2ccc(C#N)cc2)C1 (stereo not drawn)	16	-1	-10	-1	11	-1	0	4	1
COCCNC(=O)CCc1nc(-c2ccccc2)no1	-6	0	-20[20 µM]	10	-3	0.89	9	-11	-5
O=C(NCc1cccs1)C1CCCCC1	-10	-10	-15[20 µM]	0	10	0.15	1[fluorescence artefact?]	1	-3
O=C(Cc1ccccc1)NN1C(=O)/C(=C/c2ccc(C(=O)O)cc2)SC1=S	-3	-20	-12	-3	3	0.38	3	1	-15
COC(=O)C(C(=O)NCC1CCCO1)C1CCCC1 (stereo not drawn)	-8	-1	-29[20 µM]	-9	-3	-0.65	5	2	-4
Cc1cc(C)cc(NC(=O)C(NCCN2CCOCC2)c2ccccc2)c1 (stereo not drawn)	2	-6	-11	-5	36	-0.59	2	-1	-9
Cc1c(C(=O)Nc2ccncc2)sc2nc(-c3ccc(F)cc3)cn12	8	-33	-22	0	52[fluorescence artefact?]	0.59	-5[fluorescence artefact?]	-7	-5
COc1ccc2c(c1)nc(SCC(=O)c1ccc(Br)s1)n2C	-12	-10	5[20 µM]	5	84*	0.95	-4	3	6
CCCN(Cc1cc2ccc(C)cc2[nH]c1=O)S(=O)(=O)c1ccccc1	-2	6	1[20 µM]	-20	-1	-0.86	7	2	-4
c1ccc(-c2cn3nc(-c4ccccc4)c(-c4ccccc4)nc3n2)cc1	-27	128*	-1	3	26	/	3	-5	-14
Cc1c2c(nc3nc4ccccc4n13)CC(C)(C)CC2=O	-8	-5	-13[20 µM]	1	-5	-0.16	12	-3	-9
Cc1ccc(C(=O)NC(=S)Nc2c(C)ccc3nsnc23)cc1	-14	8	-16	2	-12[fluorescence artefact?]	8.7*	-1	-7	18
CC(=O)NCCNc1ccc([N+](=O)[O-])cn1	-10	-18	1	-8	-15	1.1	-1[fluorescence artefact?]	-12	8
O=c1cc(-c2ccccc2)oc2cc(OCc3ccccc3)cc(O)c12	-14	-6	-12	3	11	1.3	0	-5	-4

Next part.
SMILES	NCF1 inh	EBV gp42 block	Furin inh	Thrombin inh	14-3-3 Bad PPI	Cl transport mod	eIF4E-4G inh	hK5 inh	Rad51 HR inh
COc1cc(NC(=O)CN2CCC(C(N)=O)(N3CCCCC3)CC2)c(OC)cc1Cl	-2	-15	-23	3	1	-0.023	4	-33	0
C#CC1CN(Cc2ccccc2)CC(C#C)N1C (stereo not drawn)	1	-20	-22	4	67[fluorescence artefact?]	/	-2	-9	-2
CC(C(=O)N1CCN(Cc2ccc3c(c2)OCO3)CC1)c1ccc([N+](=O)[O-])cc1 (stereo not drawn)	-7	-18	-28	-4	3	-1.2	0	3	4
CC(NC(=O)CCc1nnc(C2(c3ccc(Cl)cc3)CCC2)o1)C1CC1 (stereo not drawn)	-17	-14	-22	-7	-1	-0.97	-1	-3	-41
NC(=S)Nc1cccc(F)c1	-19	-6	-14	4	-2	-0.87	-3	-2	-10
CCOC(=O)NC(=O)/C(C#N)=N\Nc1ccc(Cl)cc1	-13	-14	-22[20 µM]	-2	23	0.88	-4	-22	14
CSc1nc2ncc(C#N)cn2n1	-7	-2	-26	4	-2	0.63	5	3	7
Fc1cccc(F)c1/C=N/Nc1ccccn1	0	-3	3	-5	-6	1.5	3	-5	26
COCCCNC(=S)Nc1ccccc1[N+](=O)[O-]	-17	-4	-20	-3	-5	0.4	-1	-2	8
CC(O)CN=c1cc(-c2ccccc2)oc2ccc(Cl)cc12 (stereo not drawn)	5	17	-4[20 µM]	15	10[fluorescence artefact?]	0.073	7[fluorescence artefact?]	68*	-5
CC(C)CC(C(=O)N1CCOCC1)N1Cc2ccccc2C1=O (stereo not drawn)	3	2	-9	-6	-12	0.5	2	-10	-49
CN(C)c1cccc(C(=O)OCC(=O)Nc2ccccc2Sc2ccccc2)c1	-6	3	-9	-7	-6	-0.024	5	-10	4
Oc1c(CN2CCCCC2)cc(Br)c2cccnc12	-1	7	-15	1	-2	/	-17	-58	-7
O=c1oc2c(-c3ccc([N+](=O)[O-])cc3)cc(O)cc2s1	-3	5	-26	-11	23	-0.0017	6	-9	-3
Cc1cc(SCC(=O)NC(=O)NCc2ccco2)nc2ccccc12	-11	-12	-18	-1	5	0.26	2	4	-8
CCOc1ccc(C2CC(=O)c3c([nH]c(C(=O)OC)c3C)C2)cc1OC (stereo not drawn)	5	-10	-9[20 µM]	-1	-4[fluorescence artefact?]	/	1	-10	17

Filtered by structure, those above containing an aryl thioether with sulfur outside any ring
SMILES	NCF1 inh	EBV gp42 block	Furin inh	Thrombin inh	14-3-3 Bad PPI	Cl transport mod	eIF4E-4G inh	hK5 inh	Rad51 HR inh
CCn1c(SCC(=O)Nc2ccc(OC)cc2)nc2nc3c(cc2c1=O)CCCC3	-10	9	-17	-7	5	2.8	-6	0	/
CC(Sc1nnc(COc2ccc3ccccc3c2)n1C)C(=O)O (stereo not drawn)	-3	20	-32	5	9	-1.9	8	-1	-9
COc1ccc2c(c1)nc(SCC(=O)c1ccc(Br)s1)n2C	-12	-10	5[20 µM]	5	84*	0.95	-4	3	6
CSc1nc2ncc(C#N)cn2n1	-7	-2	-26	4	-2	0.63	5	3	7
CN(C)c1cccc(C(=O)OCC(=O)Nc2ccccc2Sc2ccccc2)c1	-6	3	-9	-7	-6	-0.024	5	-10	4
Cc1cc(SCC(=O)NC(=O)NCc2ccco2)nc2ccccc12	-11	-12	-18	-1	5	0.26	2	4	-8

3 compounds from above, sorted by count of non-hydrogen atoms, ascending.
SMILES	NCF1 inh	EBV gp42 block	Furin inh	Thrombin inh	14-3-3 Bad PPI	Cl transport mod	eIF4E-4G inh	hK5 inh	Rad51 HR inh
Fc1cccc(F)c1/C=N/Nc1ccccn1	0	-3	3	-5	-6	1.5	3	-5	26
Cc1cc(SCC(=O)NC(=O)NCc2ccco2)nc2ccccc12	-11	-12	-18	-1	5	0.26	2	4	-8
CCOc1ccc(C2CC(=O)c3c([nH]c(C(=O)OC)c3C)C2)cc1OC (stereo not drawn)	5	-10	-9[20 µM]	-1	-4[fluorescence artefact?]	/	1	-10	17

Screening data as filed in PubChem.
